From PubChem BioAssay
dFosB act: enhances mouse delta FosB homodimer DNA binding; 340,000 compounds, 0.99% hits; purified delta FosB, TAMRA-CDK5 oligo fluorescence polarization; percent of positive-control signal above neutral wells; P13346; activation, % at 25 µM;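 active means mean activation above about 17%, with every replicate also reaching it, limit read from the data, passing the limit was not always enough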;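 further: fluorescence polarization rise as delta FosB binds a TAMRA Cdk5 AP-1 oligo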
Target sequence (P13346 whole entry, looked up): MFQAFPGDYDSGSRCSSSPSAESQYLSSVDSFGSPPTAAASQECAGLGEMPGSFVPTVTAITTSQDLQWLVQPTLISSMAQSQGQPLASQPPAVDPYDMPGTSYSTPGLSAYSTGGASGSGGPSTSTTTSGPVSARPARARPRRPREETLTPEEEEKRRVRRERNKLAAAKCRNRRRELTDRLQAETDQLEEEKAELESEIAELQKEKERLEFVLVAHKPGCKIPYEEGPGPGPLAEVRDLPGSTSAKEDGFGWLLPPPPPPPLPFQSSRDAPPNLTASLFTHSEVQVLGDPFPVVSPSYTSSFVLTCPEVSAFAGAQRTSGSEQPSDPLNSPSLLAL
CAL PDZ FP-1: human CAL PDZ-peptide interaction inhibition; inhibition, % at 20 µM; AID 504414; purified CAL PDZ, TMR-peptide fluorescence polarization, 1 h; Q9HD26; 330,000 compounds, 0.02% hits;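 active means highest replicate inhibition of at least 40%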;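 further: plate controls were DMSO neutral control wells for no effect and unlabeled competitor peptide control wells for full effect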
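System: tagged CAL PDZ domain. Schedule: 1 h room-temperature incubation prior to read. Signal: fluorescence polarization (mP). Measure: percent inhibition from loss of millipolarization.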
Rtt109 HAT inh: blocks Candida albicans Rtt109/Vps75 acetyltransferase activity | purified Rtt109/Vps75, ThioGlo CoA-SH fluorescence, 4 h | inhibition, % at 34.9 µM | 330,000 compounds, 0.16% hits | AID 540336;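 active means inhibition of at least 50% in every replicate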
Target sequence (Q5AAJ8 whole entry, looked up): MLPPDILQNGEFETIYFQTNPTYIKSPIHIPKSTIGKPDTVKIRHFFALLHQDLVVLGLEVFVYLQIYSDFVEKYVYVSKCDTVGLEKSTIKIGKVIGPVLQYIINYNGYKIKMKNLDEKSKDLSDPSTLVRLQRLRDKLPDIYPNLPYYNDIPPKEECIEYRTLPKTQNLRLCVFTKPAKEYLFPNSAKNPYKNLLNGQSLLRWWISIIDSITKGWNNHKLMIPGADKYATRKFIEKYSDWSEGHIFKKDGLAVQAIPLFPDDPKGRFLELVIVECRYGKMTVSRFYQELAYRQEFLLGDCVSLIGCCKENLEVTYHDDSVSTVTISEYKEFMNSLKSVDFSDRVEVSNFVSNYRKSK
RTF Ca sens act: cardiac RTF calcium sensitization; IANBD-labeled TnC RTF fluorescence at EC20 calcium; 0% EC20 calcium, 100% full calcium; activation, % at 7.2 µM; 340,000 compounds, 0.24% hits; AID 493008;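 active means activation above the mean over all tested compounds plus 3 SD, cut at about 30% in these data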;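 further: rise in fluorescence read as greater calcium sensitivity of cardiac thin filaments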
CDK5 p35 inh: inhibitors of human CDK5/p35 kinase | Q00535+Q15078 | Recombinant CDK5/p35, ADP-Glo luminescence, 60 min | inhibition, % at 10 µM | 330,000 compounds, 0.01% hits | AID 488839;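 active means highest replicate inhibition of at least 50% and at least 75% of replicates reaching 50%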;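 further: plate controls were DMSO neutral control for no effect and GW8510 at 10 µM for full effect; many of its hits are not listed in these tables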
V-ATPase pHluor: regulators of yeast V-ATPase proton transport; S. cerevisiae, pHLuorin cytosolic pH fluorescence; response, % at 10 µM; 350,000 compounds, 0.37% hits; in the data active means response mostly above about 7.3%, no sharp cut-off; inactive means mostly below about 5.4%; further: actives read high; inactives centre near 0; some compounds called inactive have numbers as strong as hits; reference of the scale not given here
Tat export inh: E. coli Tat transport inhibition. 340,000 compounds, 0.036% hits. inhibition, % at 10 µM. AID 488895. E. coli MC4100 TorA-mCherry Tat export, fluorescence;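 active means mean replicate inhibition at least 50% and at least half of replicates individually reaching 50%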;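 further: exported cargo escapes ClpAP degradation while cytoplasmic cargo is degraded and loses fluorescence; 0% = median of neutral control wells and 100% = median of NaSCN control wells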
Wnt act: activators of Wnt/beta-catenin signaling; 300,000 compounds, 1.2% hits; AID 743398; Wnt/beta-catenin reporter cell assay, activator, plate reader; activation, % at 9.35 µM; in the data active means activation above about 30%, passing the limit was not always enough;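 further: 0% = neutral control wells and 100% = positive control wells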
MITF TRPM1 HTS: activators of MITF-driven TRPM1 promoter activity in SK-MEL-5 cells; activation, % at 12.5 µM; 300,000 compounds, 0.75% hits; SK-MEL-5 TRPM1-promoter luciferase, 24 h; % of positive control, neutral wells = 0; AID 588334;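 active means mean activation of at least 80% with every replicate also reaching 80%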;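 further: 0% = neutral control wells and 100% = parthenolide positive control wells; values of inactives mirror those of a sister screen read the other way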
CAL PDZ FP-2: inhibitors of human CAL PDZ peptide binding; inhibition, % at 24.9 µM; 300,000 compounds, 0.92% hits; Q9HD26; AID 602252; purified CAL PDZ, TMR-peptide fluorescence polarization, 1 h;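 active means mean inhibition of at least 30% with at least half of replicates also reaching 30%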;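 further: 0% = DMSO neutral control and 100% = excess unlabeled competitor peptide PRC23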
Numbers without * were called inactive; / = not tested or not shown; & = joins results of further samples.

SMILES | dFosB act | CAL PDZ FP-1 | Rtt109 HAT inh | RTF Ca sens act | CDK5 p35 inh | V-ATPase pHluor | Tat export inh | Wnt act | MITF TRPM1 HTS | CAL PDZ FP-2
CCOc1ccc(-n2c(SCC(N)=O)nc3c(c2=O)SCC3)cc1 | 1 | -1.4 | 5 | 0 | 0.9 | 1 | -2 | -11 | -3 | -2
O=C(NCc1ccccc1)c1ccc(C2SCC(=O)N2Cc2ccccc2)cc1 (stereo unspecified) | -2 | -0.9 | -3 | 8 | -1.4 | -1 | 3 | / | 3 | -4
CCCSc1nc2c(c(=O)[nH]c(=O)n2C)n1CCc1ccccc1 | -6 | -1.3 | -2 | -3 | -6.0 | -12 | 19 | 0 | / | /
S=C(NCCc1ccncc1)Nc1ccccc1 | 1 | -2.8 | 4 | 1 | 2.9 | -1 | 0 | 0 | 4 | -9
NC(=O)CC1Nc2cccc3cccc(c23)NC1=O (stereo unspecified) | -1 | 0.7 | -3 | 5 | 2.4 | -3 | -10 | / | -10 | -3
O=C(NC1C2CC3CC(C2)CC1C3)c1ccc2c(c1)OCO2 (stereo unspecified) | 2 | -1.3 | -4 | 0 | -0.9 | -1 | 5 | 2 | / | -9
CCc1c(C#N)c(SCCC(=O)Nc2cccc(OC)c2)nc2c1C(=O)CC(C)(C)C2 | -3 | 0.6 | 17 | -2 | 2.0 | -2 | 12 | / | -1 | 1
CC(C)Sc1ccc([N+](=O)[O-])cc1C(=O)Nc1ccncc1 | -2 | -0.3 | 12 | 3 | -0.8 | 0 | 2 | -2 | -26 | -2
CCOC(=O)c1cccc(NC(=O)CSc2nnc(-c3cccnc3)n2C)c1 | -5 | -0.7 | 0 | -7 | 1.4 | -2 | -6 | / | 1 | 1
O=[N+]([O-])c1cccc(P(=O)(O)c2cccc([N+](=O)[O-])c2)c1 | 8 | -0.4 | 1 | 7 | 0.1 | -2 | 3 | -4 | / | -1
CSc1ncc(Cl)c(C(=O)Nc2nnc(SC/C=C/c3ccccc3)s2)n1 | 1 | -2.2 | 33 | 0 | -0.1 | -1 | 7 | / | -8 | -1
Cc1cccc(CSC2=NCCN2C(=O)c2ccc(S(=O)(=O)N(C)C)cc2)c1 | -10 | -1.5 | 0 | -3 | -0.4 | 0 | 3 | -1 | 6 | 0
CC1CN(S(=O)(=O)c2ccc(C(=O)O)cc2)CC(C)O1 (stereo unspecified) | 0 | 0.6 | -2 | -2 | -8.9 | -2 | -9 | -1 | 3 | -2
CCOC(=O)CSc1nc2sc3c(c2c(=O)[nH]1)CCCC3 | -2 | -2.9 | -7 | 1 | 2.1 | 0 | -2 | / | -2 | -14
CCN(CC)S(=O)(=O)c1ccc2[nH]c(=O)cc(C(=O)Nc3ccccc3N3CCCC3)c2c1 | -7 | 0.8 | 3 | -1 | 0.3 | -1 | -6 | 0 | 0 | /
Cc1ccc(C(=O)c2c3ccc(C(F)(F)F)cc3[n+]([O-])n2CCCC(N)=O)cc1 | 6 | -1.5 | 1 | 9 | 0.6 | 6 | 9 | -2 | -10 | -5
O=C(CN1CCN(c2ccc(Cl)cc2)CC1)Nc1ccc(F)cc1 | -9 | 0.7 | 9 | 2 | -1.1 | -8 | -4 | / | / | 2
CC1CCc2c(sc(NC(=O)c3cccn3C)c2C(N)=O)C1 (stereo unspecified) | -9 | -0.9 | -6 | 0 | -6.1 | 3 | 20 | 8 | 37 | 3
CC(C)(C)C(=O)Nc1ccc(-c2nc3ccccc3c(=O)o2)cc1 | -15 | -1.8 | -4 | 11 | 0.3 | -3 | -6 | 4 | -14 | -3
OCCNC1=NCCN1 | 1 | -0.4 | -8 | -1 | 0.4 | 4 | -6 | -1 | / | -6
COc1ccc(-c2cc(C(=O)N3CC(C)CC(C)C3)c3ccccc3n2)cc1OC (stereo unspecified) | -20 | 0.0 | 8 | -2 | 1.3 | -2 | 16 | 2 | -8 | -6
COc1ccc(OC)c(NC(=O)CN(Cc2ccccc2)S(C)(=O)=O)c1 | -6 | -2.0 | -6 | 5 | -0.2 | -1 | -12 | -1 | -2 | /
Cc1ccc(OCCCN2CCCC2)c(C)c1 | -3 | / | 6 | -1 | -0.5 | 1 | 4 | / | 11 | 2
COC(=O)Nc1nnc(-c2ccccc2Cl)s1 | -13 | -1.4 | -15 | -3 | 1.2 | -1 | -9 | / | 88* | 4
CC(C)OCCCNC(=O)NC(=O)c1ccc(Cl)cc1 | -3 | 0.3 | -4 | -3 | -2.0 | -1 | 5 | 3 | 18 | -2

The list continues.
SMILES | dFosB act | CAL PDZ FP-1 | Rtt109 HAT inh | RTF Ca sens act | CDK5 p35 inh | V-ATPase pHluor | Tat export inh | Wnt act | MITF TRPM1 HTS | CAL PDZ FP-2
CCOCCOC(=O)C(C)Oc1ccc(Oc2nc(Cl)ccc2Cl)cc1 (stereo unspecified) | -4 | -0.4 | -7 | 7 | -1.4 | 5 | 12 | 1 | -15 | 5
COc1ccc(N2CCN(CCNS(=O)(=O)c3ccc(C)cc3)CC2)cc1 | -11 | -0.1 | -1 | -1 | 1.0 | 4 | -9 | -2 | -7 | -3
COC(=O)c1cc(NC(=O)C2COc3ccccc3O2)ccc1Cl (stereo unspecified) | -11 | -3.1 | -19 | 7 | -0.5 | -1 | -5 | / | 41 | /
Cc1ccc(C(=O)N(c2c(C)n(C)n(-c3ccccc3)c2=O)C(C)C)cc1 | -1 | 0.9 | -14 | -1 | 1.3 | 1 | 0 | 0 | -3 | 5
COC(=O)c1cn(CCOc2ccccc2)c2ccccc12 | -5 | -0.4 | -2 | -2 | 1.2 | 1 | 3 | / | 30 | -3
COc1ccc(-c2nn(CCC#N)cc2C(=O)Nc2cccc(C(=O)O)c2)cc1OC | -3 | -5.3 | 7 | 2 | 0.1 | 0 | -18 | 0 | -9 | 2
CC1CCN(S(=O)(=O)c2ccc(NC(=O)c3ccncc3)cc2)CC1 | -4 | -2.6 | -3 | 1 | 1.4 | 2 | 1 | -2 | -21 | -5
O=C(CCn1c(=S)[nH]c2ccccc2c1=O)NCC1CCCO1 (stereo unspecified) | -14 | -0.4 | -3 | 8 | -0.3 | -5 | -1 | 0 | -6 | -3
NC(=O)c1ccc(NC(=O)COC(=O)CCC(=O)c2ccc(Cl)cc2)cc1 | -3 | -1.5 | -9 | -5 | 0.9 | 0 | -3 | 19 | 10 | 5
Cc1c(C(=O)NCc2cccs2)oc2ccc(S(=O)(=O)N3CCOCC3)cc12 | 8 | -3.2 | -6 | 1 | -1.3 | 2 | 5 | -4 | 5 | -4
COc1ccc(NC(=O)c2cc3c(s2)CCC3)cc1S(=O)(=O)N1CCOCC1 | -12 | / | 8 | 0 | -0.1 | -3 | -4 | -12 | / | 3
Cc1ccc(C(C)C)c(OCc2ccc(-c3nnco3)cc2)c1 | 0 | -1.1 | -9 | 1 | -0.1 | 2 | -2 | -3 | 3 | -4
CCC(CCC(=O)NNC(=O)Cc1ccc([N+](=O)[O-])cc1)C(=O)O (stereo unspecified) | -2 | 0.1 | 4 | -2 | -0.1 | 2 | 4 | 8 | 6 | -3
Cc1ccc(C)c(C(=O)NC(C)c2ccc(-n3ccnc3)cc2)c1 (stereo unspecified) | 2 | 1.2 | 0 | -1 | -2.9 | -2 | 21 | -2 | -17 | /
Nc1nc2c(Cl)cc(Cl)cc2s1 | 3 | -1.1 | 0 | -3 | 0.1 | 2 | 8 | 2 | -1 | 0
CCOC(=O)c1c(N)sc(N)c1C(=O)OCC | -5 | -0.1 | 23 | 4 | 4.1 | 6 | -27 | 0 | 1 | -5
NS(=O)(=O)c1ccc(NC(=O)CCCCCN2C(=O)c3ccccc3C2=O)cc1 | 0 | 0.9 | 0 | 4 | 0.2 | -2 | 4 | -1 | 10 | -5
COC(=O)/C(C#N)=C\c1c(OC)[nH]c2ccccc12 | -4 | 0.4 | -8 | 0 | 3.6 | -3 | -2 | 2 | / | /
CC(C)COc1cccc(C(=O)Nc2ccc(S(=O)(=O)N3CCOCC3)cc2)c1 | -7 | -1.3 | 3 | -1 | 1.8 | -1 | -2 | / | 0 | -5
CN(CC(=O)Nc1c(Cl)cccc1Cl)C(=O)c1cc2ccccc2cc1O | 4 | -1.9 | 1 | -4 | 1.5 | 1 | -6 | 0 | 4 | -4
COc1ccc2nnc(-c3ccc(C(F)(F)F)cc3)n2n1 | -9 | -1.4 | 3 | 7 | 0.4 | 5 | 4 | 3 | -13 | -1
C=CCc1ccccc1OCC(O)CN1CCN(c2ccccc2OC)CC1 (stereo unspecified) | -7 | 0.3 | -2 | 0 | -4.0 | -1&0 | -3 | 2 | -1 | 0
COc1cccc(C(=O)Nc2ccc3nc(N4CCOCC4)cc(C)c3c2)c1 | -1 | 1.1 | -1 | -3 | -0.7 | 2 | 7 | 1 | / | -1
CCOC(=O)Cc1c(C)nc2c(-c3ccc(OC)cc3)c(C)nn2c1C | -9 | -0.5 | 13 | -6 | 3.5 | -1 | -1 | / | 0 | -1
C/C(=N\OCc1ccc(C#N)cc1)c1ccccc1 | -7 | -2.9 | 0 | 13 | 0.4 | 2 | -5 | 0 | 88* | 1

MITF TRPM1 HTS: hit marks shown above.
Molecule	dFosB act	CAL PDZ FP-1	Rtt109 HAT inh	CDK5 p35 inh	V-ATPase pHluor	Tat export inh	Wnt act	MITF TRPM1 HTS	CAL PDZ FP-2
COC(=O)Nc1nnc(-c2ccccc2Cl)s1	-13	-1.4	-15	1.2	-1	-9	/	88*	4
C/C(=N\OCc1ccc(C#N)cc1)c1ccccc1	-7	-2.9	0	0.4	2	-5	0	88*	1

More records follow:
SMILES | dFosB act | CAL PDZ FP-1 | Rtt109 HAT inh | RTF Ca sens act | CDK5 p35 inh | V-ATPase pHluor | Tat export inh | Wnt act | MITF TRPM1 HTS | CAL PDZ FP-2
CCN(CC)CCNC(=O)c1ccc(NC(=O)C2CC(=O)N(c3ccc4c(c3)OCCO4)C2)cc1 (stereo unspecified) | -4 | -0.4 | -7 | 3 | 1.3 | 1 | 8 | / | -2 | -1
Cc1ccc(-n2nc3c(c2NC(=O)C(C)C)CS(=O)(=O)C3)cc1 | 1 | 0.2 | -9 | -1 | -1.7 | 2 | -7 | / | -9 | 22
O=C(CCC1CCCCC1)NCc1ccccn1 | 3 | -2.4 | -1 | 4 | -1.9 | 1 | 0 | -1 | -6 | 1
O=C(CSc1nnc(-c2cccs2)o1)OCc1ccccc1 | 2 | -2.0 | 3 | -10 | 0.8 | -8 | 0 | -1 | -6 | 0
CCOC(=O)c1c(C)[nH]c(C)c1S(=O)(=O)NC1CCN(C(=O)OCC)CC1 | -5 | -2.3 | 16 | -5 | -0.5 | -2 | 1 | -2 | -2 | -2
COc1cccc(C=Nc2cc(C)on2)c1O | -3 | -2.2 | -5 | 2 | 0.6 | 2 | -1 | -3 | / | 0
O=C(CCl)N(c1ccccc1)C1CCS(=O)(=O)C1 (stereo unspecified) | 1 | -0.1 | -2 | 8 | -0.7 | -2 | -2 | / | -63 | 7
O=C(c1cc(-c2ccco2)on1)N1CCOCC1 | -8 | / | -2 | -4 | -0.3 | -7 | -8 | / | 71 | 0
COc1cc(C2C(C#N)=C(N)Oc3c2ccc2ccccc32)ccc1OCC(=O)Nc1ccc(C)cc1 (stereo unspecified) | -6 | 1.1 | -13 | 13 | 1.1 | 1 | 1 | -2 | 7 | -2
